GAA glycogen mod – alters human alpha-glucosidase cleavage of glycogen. P10253. recombinant GAA, glycogen substrate, Amplex Red glucose oxidase fluorescence. Potency, µM (series often up to 76.4 µM), for inactives: top-dose activity change, negative = inhibition, usual class: inhibitors. 0.38% of 300,000 active;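 also: 0% = full enzyme reaction and -100% = no-enzyme basal signal; the screen sought inhibitors and activators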
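qHTS, 1536-well; enzyme 4 nM final; cpd up to 77 uM; substrate bovine liver glycogen 30 ug; 50 mM citrate/phosphate pH 5.0, 0.01% Tween-20; 37 C, 40 min; Amplex Red detection 45 min RT; Hill fit → AC50.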
L3MBTL1 inh – L3MBTL1 (human) inhibition; Q9Y468; AlphaScreen L3MBTL1–H3K9me1 peptide binding; Potency, µM (doses to about 57.1 µM), for the others: at the top dose activity, negative = inhibition, hits mostly inhibitors; 0.66% of 230,000 active; AID 485360; also: nearly all actives have a fitted effect of over 60% in size
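AlphaScreen assay: L3MBTL1 (50 nM final) was preincubated 30 min at room temperature with biotinylated H3(1-15)K9me1 peptide (75 nM final), then 30 min with library compounds; streptavidin donor and nickel chelate acceptor beads (10 ug/mL final) added, 30 min dark.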
RGS12 GoLoco inh – inhibitors of human Gai1-RGS12 GoLoco interaction (red fluorophore); Gai1:RGS12 GoLoco peptide FP, rhodamine, 10 min; Potency, µM (doses to about 61.6 µM), for inactives: at the top dose activity, negative = inhibition, actives largely listed as inhibitors; 0.44% of 230,000 active; AID 880; active = well fitted inhibition curve with a large enough effect, not every such curve was filed as active; inactive = no such curve, though single readings can be large or run the other way; also: nearly all actives have a fitted effect of over 30% in size; many of its hits are not listed in these tables
Target sequence (P63096 whole entry, looked up): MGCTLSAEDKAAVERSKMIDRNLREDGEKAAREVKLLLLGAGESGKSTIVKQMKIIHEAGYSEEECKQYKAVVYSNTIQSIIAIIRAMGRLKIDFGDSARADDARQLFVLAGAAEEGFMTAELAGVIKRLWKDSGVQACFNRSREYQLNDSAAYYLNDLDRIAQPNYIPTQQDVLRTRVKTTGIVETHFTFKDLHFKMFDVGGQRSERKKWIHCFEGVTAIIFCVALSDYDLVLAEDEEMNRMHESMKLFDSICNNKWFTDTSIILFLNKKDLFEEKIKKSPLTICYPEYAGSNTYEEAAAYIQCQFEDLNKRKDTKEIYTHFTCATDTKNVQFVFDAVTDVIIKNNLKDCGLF
GAA spleen mod – lysosomal alpha-glucosidase (human) modulation; human spleen homogenate, 4-MU-alpha-glucoside fluorescence; AID 2112; 0.006% of 240,000 active; Potency, µM (top dose mostly 79.9 µM), without a hit: at the highest dose activity change, negative = inhibition, actives largely listed as inhibitors;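 also: 0% = enzyme with vehicle and -100% = no enzyme basal signal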
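Human spleen homogenate (1 ug) with 4-methylumbelliferyl-alpha-D-glucopyranoside (1 mM final) in 50 mM citrate/phosphate pH 5.0, 0.01% Tween-20; 40 min at 37 C. Stopped at pH 10; 4-MU fluorescence Ex 365/Em 440 nm; AC50 by Hill fit.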
TRb-SRC2 inh – disrupts binding of human TR beta to SRC2 | 0.065% of 280,000 active | P10828 | TRbeta-SRC2 peptide binding, fluorescence polarization; receptor liganded with 1 µM T3 | Potency, µM (titrated, usually from 106 µM), without a hit: at the highest dose activity change, negative = inhibition, most hits filed as inhibitors | AID 1469;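 also: plate controls were bound peptide for no effect and peptide without receptor for full effect; nearly all actives have a fitted effect of over 50% in size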
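Polarization signal, normalized between peptide-alone and full complex controls, measured compound effects on T3-liganded human TRb LBD (0.6 uM) binding 20 nM Texas Red SRC2 peptide after 5 hr.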
GAA inh – blocks human lysosomal alpha-glucosidase; P10253; AID 1466; purified human GAA, 4-MU-alpha-glucoside fluorescence; 0.005% of 200,000 active; Potency, µM (top dose mostly 76.9 µM), inactives show at the highest dose activity change, negative = inhibition, usual class: inhibitors;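 also: plate controls were uninhibited enzyme wells for no effect and no-enzyme background for full effect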
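Fluorogenic assay: 4 nM human alpha-glucosidase with 400 uM 4-methylumbelliferyl-alpha-D-pyranoside in 50 mM citrate/phosphate, 0.005% Tween-20, pH 5.0, 20 min at room temperature. Compounds tested up to 77 uM; AC50 from Hill fits.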
TexasRed fluor – counter-screen for TRb-SRC2 inhibitors: fluorescence interference. Potency, µM (doses to about 106 µM), without a hit: top-dose fluorescence change, negative = quenching. 0.29% of 280,000 active. TRb/SRC2 Texas Red total fluorescence interference; active = well fitted curve in either direction with a large enough effect; inconclusive = small, poorly fitted or top-dose-only effect
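Flags fluorescent or light-absorbing compounds by total fluorescence, S + 2P, at 555 nm excitation and 632 nm emission. Mixture: 20 nM Texas Red SRC2 peptide, 0.6 uM human TRb LBD, 1 uM T3, 5% DMSO; compound exposure 5 h at ambient temperature.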
RECQ1 inh – blocks DNA unwinding by human RECQ1 | RECQ1 DNA unwinding, red fluorescence kinetic read | AID 2549 | 0.54% of 240,000 active | Potency, µM (doses to about 57.3 µM), for the others: at the highest dose activity, negative = inhibition, usual class: inhibitors;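 also: plate controls were vehicle for no effect and no enzyme for full effect; nearly all actives have a fitted effect of over 30% in size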
Target sequence (P46063 whole entry, looked up): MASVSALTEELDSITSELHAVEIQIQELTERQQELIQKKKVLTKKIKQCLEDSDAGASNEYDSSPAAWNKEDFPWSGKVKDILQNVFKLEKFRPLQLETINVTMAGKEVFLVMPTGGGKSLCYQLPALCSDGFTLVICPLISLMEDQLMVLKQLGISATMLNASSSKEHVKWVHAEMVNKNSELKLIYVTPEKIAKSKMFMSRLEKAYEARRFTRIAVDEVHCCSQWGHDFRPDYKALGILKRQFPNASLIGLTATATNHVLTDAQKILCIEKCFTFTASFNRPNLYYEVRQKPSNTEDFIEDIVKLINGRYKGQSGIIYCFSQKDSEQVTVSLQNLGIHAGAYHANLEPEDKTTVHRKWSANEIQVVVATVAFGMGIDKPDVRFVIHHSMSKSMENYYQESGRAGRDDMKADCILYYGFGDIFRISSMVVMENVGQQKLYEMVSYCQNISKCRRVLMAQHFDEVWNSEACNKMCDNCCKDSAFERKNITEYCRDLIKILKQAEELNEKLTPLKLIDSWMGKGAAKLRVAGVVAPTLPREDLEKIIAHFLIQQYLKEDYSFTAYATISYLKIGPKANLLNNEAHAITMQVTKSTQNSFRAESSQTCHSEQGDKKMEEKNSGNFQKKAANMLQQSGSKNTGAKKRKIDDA
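50 nM RECQ1T1 preincubated 15 min with compound in Tris pH 8.0 buffer with MgCl2, DTT, Tween-20 and 2.5 ug/ml poly(dI-dC); started with 200 nM TAMRA/BHQ-2 forked duplex and 2 mM ATP. Unwinding read as fluorescence (525/598 nm), two reads 2 h apart.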
The depositor's hits bear a star; i = inactive; u = inconclusive; x = not tested or not shown; [ ] = another dose, or the depositor's remark. Unless noted, calls follow the shape of the dose curve; as a rule, active = well fitted curve in the direction sought with a large enough effect; inconclusive = small, poorly fitted or top-dose-only effect, or another doubt; inactive = no such curve, though single readings can be large; an effect the other way counts as inactive or inconclusive. Unless noted, % is scaled to controls: 0 for no effect and ±100 for the full control effect; potency is read from the fitted curve at half-maximal effect. Only part of the results is shown; rates above refer to the full screens.

Each structure is followed by: GAA glycogen mod	L3MBTL1 inh	RGS12 GoLoco inh	GAA spleen mod	TRb-SRC2 inh	GAA inh	TexasRed fluor	RECQ1 inh
CC1C(=O)CC(c2ccccc2)NC1c1ccccc1 (stereo unspecified)
→ 7%	x	1%	-4%	-4%	-9%	0%	-5%
CCCc1[nH]nc2c1C1(CCOC1C)C(C#N)=C(N)O2 (stereo unspecified)
→ 7%	-2%	-3%	-4%	-7%	-1%	2%	-13%
NC(=O)c1ccc(N2CCN(c3ccc(O)cc3)CC2)c([N+](=O)[O-])c1
→ 5µM*	-4%	-8%	-3%	6%	10%	-5%	-10%
NC(=O)COC(=O)c1ccc(Cl)c(S(=O)(=O)N(Cc2ccccc2)c2ccc(Cl)cc2)c1
→ 1%	-8%	x	-4%	-1%	-6%	1%	-16%
O=C(Cc1nnc(NC(=O)Nc2ccccc2)s1)NCc1ccccc1
→ 4%	16%	6%	2%	-4%	0%	0%	-8%
S=C(Nc1ccccc1Cl)N(Cc1ccccc1)Cc1ccccn1
→ 2%	x	-5%	1%	-5%	-1%	-12%	-15%
Brc1ccc(C2Nc3cccc4cccc(c34)N2)o1
→ -2%	-23%	-27%	3%	24%	-4%	2.8µM*[quencher]	u
CC(C)CCNC(=O)COc1ccc2c(c1)C(=O)CC(C)(C)O2
→ 4%	x	4%	5%	1%	u	0%	-7%
COc1ccc(CNC(=O)CCS(=O)(=O)c2cccc3nonc23)cc1
→ 0%	x	-1%	-7%	4%	1%	1%	u
COc1ccccc1C(=O)NC(=S)NNC(=O)c1sc2ccccc2c1Cl
→ 0%	-15%	-21%	-1%	7%	2%	-1%	3%
Cc1cc(C)c2nc(NC(=O)C3CC(=O)N(Cc4ccco4)C3)sc2c1 (stereo unspecified)
→ 0%	x	2%	5%	6%	-2%	2%	-10%
Cn1c(SCC(=O)Nc2ccccc2-c2ccccc2)nnc1-c1ccco1
→ -16%	-8%	7%	0%	-3%	-12%	3%	-1%
COc1ccc(N(CC(=O)NC2CCCCC2)S(=O)(=O)c2c(C)[nH]c(=O)[nH]c2=O)cc1
→ 0%	x	12%	-3%	-2%	-5%	1%	-6%
O=C(CCCN1C(=O)c2cccc3cccc(c23)C1=O)N1CCN(Cc2ccc3c(c2)OCO3)CC1
→ u	3%	-39%	7%	-6%	-3%	-9%	-10%
CC(C)C(=O)N1CCC2(CC1)Oc1ccc(Cl)cc1C(=O)C21CC(c2ccc(Cl)cc2)=NO1 (stereo unspecified)
→ -6%	x	1%	0%	0%	x	-2%	i
O=[N+]([O-])c1ccc(-c2ccc(/C=N/O)o2)cc1
→ -2%	-10%	6%	-2%	5%	x	2%	-5%
CC(=C/c1ccco1)/C=N/NC(=O)Cc1cccn1C
→ 12%	-18%	0%	-1%	0%	-2%	u	u
Cc1cccc(-n2c(Cc3cc(=O)[nH]c(=O)[nH]3)nnc2SCC(=O)N2CCCCC2)c1
→ -2%	3%	7%	2%	8%	-6%[15.4 µM]	4%	0%
Cc1ccc(N2CCN(C(=O)c3ccccc3NC(=O)c3ccccc3C(=O)O)CC2)cc1
→ 6%	-6%	5%	0%	1%	-14%	2%	-1%
CC1C[C@@]2(NC(=O)NC2=O)C(C)CN1C (stereo partly specified)
→ -3%	-12%	5%	-4%	0%	3%	-1%	-1%
Cn1c([N+](=O)[O-])cnc1N1CCN(c2nncs2)C1=O
→ 6%	12%	4%	3%	0%	-5%	-4%	i
CCN(C(=O)Cn1c(=O)oc2cc(S(=O)(=O)N3CCOCC3)ccc21)c1ccccc1
→ -1%	x	2%	6%	14%	x	-3%	-8%
CCCCNS(=O)(=O)c1ccc2nc(SCC(=O)N3CC(C)OC(C)C3)[nH]c2c1 (stereo unspecified)
→ 5%	x	4%	2%	3%	0%	-2%	-10%
Nc1c(Cl)ncnc1N/N=C/c1cccc(O)c1
→ u	x	-3%	0%	-3%	x	-6%	i
CC(C)Sc1nc2c(c(=O)n1-c1ccc(F)cc1)SCC2
→ -2%	-2%[11.4 µM]	6%	-6%	-2%	-4%	-2%	-6%
O=[N+]([O-])c1cccnc1Oc1ccc(F)cc1
→ -1%	-2%	-7%	3%	-4%	x	0%	0%
O=C(Cc1ccsc1-c1ccccc1)NO
→ -7%	x	3%	-7%	-5%	-7%	-1%	i
O=C(CN1C(=O)c2ccccc2S1(=O)=O)c1ccc2c(c1)OCCCO2
→ 3%	-2%	11%	-1%	-1%	x	-3%	-3%
O=S(=O)(c1ccc(-c2csc(=Nc3ccccc3)n2CCCN2CCOCC2)cc1)N1CCOCC1
→ -8%	-21%	2%	-11%	5%	-5%	0%	u
COc1ccc(S(=O)(=O)N(CCCN2CCCC2=O)Cc2cc3c(C)cc(C)cc3[nH]c2=O)cc1
→ -3%	-1%	x	0%	-15%	-2%	-1%	i
COc1ccc(NC(=O)CN(c2ccc(C)cc2)S(=O)(=O)c2c(C)nn(C)c2C)cc1OC
→ 3%	0%	-1%	-2%	3%	2%	-1%	-14%
CCOC(=O)c1cnc2c(-c3ccccc3OC)c(C)nn2c1C
→ 1%	2%	-1%	4%	0%	5%	-3%	i
COc1ccc(S(=O)(=O)NCCSC(C)(C)C)cc1
→ -5%	x	-1%	-2%	1%	-7%	1%	-3%
O=C(COC(=O)C1CCN(S(=O)(=O)c2ccc3c(c2)OCCO3)CC1)Nc1cc(C(F)(F)F)ccc1Cl
→ -14%	10%	0%	-3%	-2%	-4%	-20%	-1%
C/C(=N\NC(=O)c1nn(C)cc1Br)c1cccc(NC(=O)C2CCCC2)c1
→ -8%	43%[activator]	21%	-1%	-1%	-5%	-8%	-8%
COC(=O)N1c2ccccc2C23[C@@H]4CN5CCC[C@]6(CCC12C(O)(C6)C4=O)[C@H]53
→ x	x	2%	1%	-2%	x	-2%	-4%
O=C(Nc1ccc(Br)cc1)c1ccccc1CC[N+](=O)[O-]
→ 1%	13%	1%	-19%	-7%	5%	-5%	-6%
CCc1ccc(NC(=O)Cn2cnc3c(=O)n(C)c(=O)n(C)c32)cc1
→ -12%	x	-32%	2%	-3%	-1%	-1%	-2%
CCOC(=O)N1CCN(C(=O)CCCn2c(=S)[nH]c3ccc(Br)cc3c2=O)CC1
→ 5%	x	-5%	3%	-19%	4%	-2%	i
CCn1c(COc2cc(C)ccc2C(C)C)nnc1SCC(=O)Nc1nccs1
→ -3%	6%	1%	-6%	1%	2%	-2%	1%
COc1cc([N+](=O)[O-])cc(/C=N/NC(=O)CSc2ccccn2)c1O
→ 3%	x	-9%	-8%	-5%	x	-3%	18%
CN(C)c1ccc(/C=C2/SC(=O)N(CCN=C3NS(=O)(=O)c4ccccc43)C2=O)cc1
→ 1%	38%[activator]	x	-6%	-5%	11%	-8%	5%
OCCN1CCN(CC#CCC(c2ccccc2)c2ccccc2)CC1
→ 5%	-3%	1%	2%	0%	6%[15.4 µM]	0%	0%
COc1ccccc1NC(=O)c1ccc(S(=O)(=O)N2CCOCC2)cc1
→ 1%	-1%	3%	0%	-4%	0%	0%	i
Cc1c(C(=O)OCC(=O)N2CC(=O)Nc3ccccc32)oc2ccccc12
→ 7%	x	-19%	-2%	-6%	-4%	0%	i
O=S(=O)(c1cccc2nsnc12)N1CCN(C/C=C/c2ccccc2)CC1
→ -1%	-2%	-1%	5%	-5%	6%	-4%	-1%
COCC1CCCN(Cc2cn(Cc3ccccc3)nc2-c2cc3ccccc3o2)C1 (stereo unspecified)
→ 4%	-23%	-2%	-7%	-6%	-12%	-6%	-2%
CC(=O)OCC(OC(C)=O)C(OC(C)=O)C(OC(C)=O)C(OC(C)=O)C(COC(C)=O)OC(C)=O (stereo unspecified)
→ x	x	-11%	5%	4%	x	-1%	-10%
CCc1ccc(-c2nc(CN3CCC(C(=O)NCCN(CC)c4ccccc4)CC3)c(C)o2)cc1
→ -22%	u	4%	-4%	-11%	-11%	1%	0%
COc1ccc(C)cc1NC(=O)C1CCCN(S(=O)(=O)c2cnc[nH]2)C1 (stereo unspecified)
→ 4%	x	4%	3%	-16%	-3%	2%	i
O=C(O)c1cc(S(=O)(=O)NCc2ccco2)c(Cl)cc1Cl
→ 7%	-22%	1%	1%	-6%	0%	-1%	-8%
C(=N\Nc1nc2ccccc2[nH]1)/c1cccc2cccnc12
→ 35µM*	u	20%	-6%	-1%	-13%	-10%	1%
CC(C)n1c(SCC(=O)c2ccc3c(c2)OCCO3)nc2c1c(=O)n(C)c(=O)n2C
→ 1%	2%	4%	5%	-1%	1%	0%	-4%
COc1ccc(CCn2c(O)c(C=Nc3cccc(F)c3)c(=O)[nH]c2=O)cc1OC
→ 9%	4%	-1%	2%	-4%	x	-1%	-6%
Cc1cccc(NC(=O)C2(C)CC3c4ccccc4C2c2ccccc23)c1 (stereo unspecified)
→ 24%	1%	10%	-7%	6%	-2%	-2%	-10%

3 records drawn at random from the list so far, as already listed:
Each structure is followed by: GAA glycogen mod	L3MBTL1 inh	RGS12 GoLoco inh	GAA spleen mod	TRb-SRC2 inh	GAA inh	TexasRed fluor	RECQ1 inh
COC(=O)N1c2ccccc2C23[C@@H]4CN5CCC[C@]6(CCC12C(O)(C6)C4=O)[C@H]53
→ x	x	2%	1%	-2%	x	-2%	-4%
COc1ccccc1C(=O)NC(=S)NNC(=O)c1sc2ccccc2c1Cl
→ 0%	-15%	-21%	-1%	7%	2%	-1%	3%
COc1ccc(S(=O)(=O)N(CCCN2CCCC2=O)Cc2cc3c(C)cc(C)cc3[nH]c2=O)cc1
→ -3%	-1%	x	0%	-15%	-2%	-1%	i
